TNF necrop inh: inhibitors of TNF-alpha induced necroptosis in Jurkat FADD-/- cells; Jurkat FADD-/- TNF necroptosis rescue, ATP luminescence, 24 h; 0 = TNF only, 100 = no-TNF cells; activation (protection from cell death), % at 10 µM; hit rate 0.068% among 220,000;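 active = activation, meaning protection from cell death, of at least 50% relative to plate controls; inactive = activation below 50%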;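 note: necroptosis triggered by 40 ng/mL TNF-alpha added together with compound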
BaF3 parental: reduces parental Ba/F3 cell viability, JAK2V617F counter-screen; CellTiter-Glo ATP luminescence; inhibition, % at 5.6 µM; hit rate 1.1% among 220,000;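 active = inhibition above a per-campaign cutoff, the mean inhibition of all tested compounds plus 3 SD, cut at about 27% in these data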;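 note: 0% = DMSO wells and 100% = JAK Inhibitor I control wells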
Wee1 stabilizer: blocks degradation of human Wee1 kinase | reporter increase, % at 5 µM | AID 1321 | hit rate 1.2% among 220,000 | HeLa Luc-Wee1K328M stability, luciferase luminescence; 100% = proteasome inhibitor MG132 effect | P30291;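 active = activation above the mean of all tested compounds plus 3 SD, set per screening run, cut at about 8.8% in these data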;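 note: cells exposed to compound for 20 h before luminescence read; 0% = DMSO alone and 100% = MG132 at 30 µM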
PPC-1+TRAIL kill: compounds killing PPC-1 cancer cells with TRAIL present (potentiator screen, no TRAIL-free arm). AID 1443. PPC-1 cells + TRAIL, ATPLite viability luminescence. hit rate 0.41% among 220,000. cell killing (% activity), % at 4 µM;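 active = cell killing above 50% in the first pass at 4 µM, then a duplicate retest at 5 µM averaging 50% or more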;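 note: plate controls were cells with TRAIL plus DMSO for no effect and medium-only wells lacking cells for full effect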
Ba/F3 V617F tox: lowers viability of Ba/F3 cells expressing EpoR and JAK2V617F. ATP luminescence. inhibition, % at 5.6 µM. hit rate 1.1% among 220,000. AID 1446;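 active = inhibition above the campaign mean plus 3 SD over all tested compounds, cut at about 24% in these data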;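 note: cytokine-independent growth of Ba/F3 cells driven by EpoR plus mutant JAK2; 0% = DMSO-treated cells and 100% = JAK inhibitor I control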
TRPML3 agonist: agonists of human TRPML3 channel. AID 1448. HEK293 TRPML3-YFP, Fluo-8 calcium fluorescence; 100% = the carbachol control signal. activation, % at 3 µM. Q8TDD5. hit rate 0.29% among 220,000;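 active = activation above its plate's cutoff, the mean activation of the plate's test wells plus 3 SD, cut at about 12% in these data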;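 note: 0% = DMSO only wells and 100% = carbachol wells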
Target sequence (Q8TDD5 whole entry, looked up): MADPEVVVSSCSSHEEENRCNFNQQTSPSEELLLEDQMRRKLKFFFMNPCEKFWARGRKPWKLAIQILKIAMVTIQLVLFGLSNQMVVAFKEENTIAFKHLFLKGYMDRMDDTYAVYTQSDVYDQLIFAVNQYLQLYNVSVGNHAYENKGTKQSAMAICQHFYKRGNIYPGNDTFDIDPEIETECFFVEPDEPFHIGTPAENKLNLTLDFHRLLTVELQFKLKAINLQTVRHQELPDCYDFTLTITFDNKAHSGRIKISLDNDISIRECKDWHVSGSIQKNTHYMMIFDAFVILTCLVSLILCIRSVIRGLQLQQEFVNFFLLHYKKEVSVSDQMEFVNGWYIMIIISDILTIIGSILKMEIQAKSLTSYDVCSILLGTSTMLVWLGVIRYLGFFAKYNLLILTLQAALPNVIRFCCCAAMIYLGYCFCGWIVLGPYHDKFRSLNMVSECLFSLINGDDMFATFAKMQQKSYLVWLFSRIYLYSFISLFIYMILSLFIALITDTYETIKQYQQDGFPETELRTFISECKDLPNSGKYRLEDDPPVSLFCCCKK
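Test system – HEK293 line with stable expression of human TRPML3-YFP channel · Control set – carbachol 87 µM final as high control (100%), DMSO as low control (0%) · Signal – Fluo-8 calcium dye fluorescence, ex 470-495, em 515-575 nm · Incubation – 1-h 37 °C dye load, 5-s basal, 120-s post-compound reads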
TRPN1 ag: agonists of zebrafish TRPN1 channel; AID 1424; activation, % at 3 µM; HEK293 zebrafish TRPN1-YFP, Fluo-8 calcium fluorescence; 100% = response to 87 µM carbachol; hit rate 0.18% among 220,000;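 active = activation above its plate's cutoff, the mean activation of test wells on that plate plus 3 SD, cut at about 19% in these data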;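 note: 0% = DMSO alone and 100% = 87 µM carbachol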
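System: zebrafish TRPN1-YFP in HEK293 cells / Dosing: 3 µM single point / Timing: dye loading 1 h at 37 °C, then 30 min room temperature / Signal: Fluo-8 calcium fluorescence, excitation 470-495 nm, emission 515-575 nm / Read-out basis: percent activation from peak over basal fluorescence ratio, control-normalized / Control set: high carbachol 87 µM, low DMSO alone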
RBBP9 inh: human RBBP9 hydrolase inhibition; recombinant RBBP9, FP-Rh probe fluorescence polarization; hit rate 0.2% among 220,000; O75884; inhibition, % at 7.94 µM;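 active = inhibition above the campaign mean of all tested compounds plus 3 SD, cut at about 14% in these data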;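 note: plate controls were DMSO wells with RBBP9 for no effect and wells lacking RBBP9 protein for full effect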
Target sequence (O75884 whole entry, looked up): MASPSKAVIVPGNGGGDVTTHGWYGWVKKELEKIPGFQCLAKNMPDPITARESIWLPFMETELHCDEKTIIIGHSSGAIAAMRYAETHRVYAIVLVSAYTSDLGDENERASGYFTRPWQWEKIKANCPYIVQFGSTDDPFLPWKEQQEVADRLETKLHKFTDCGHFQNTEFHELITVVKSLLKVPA
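system = RBBP9 protein | input = RBBP9 at 2.5 µM in dispensed solution, before mixing | measured by = fluorescence polarization (mP), excitation 525 nm, emission 598 nm | incubation = enzyme-compound preincubation 30 min, then probe labeling 45 min, 25 °C | buffer or medium = Tris-NaCl-Pluronic buffer, pH 8.0 | compound = single dose 7.94 µM | also added = FP-Rh probe, 375 nM dispensing solution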
CHOP inh: inhibitors of CHOP induction in ER stress response; CHO-K1 CHOP-promoter luciferase, tunicamycin-induced, 15-18 h; inhibition, % at 10 µM; hit rate 3.8% among 220,000; AID 2732;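 active = compounds that reduced the stress-induced luciferase reporter signal by more than about 70% of percent inhibition, limit read from the data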;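 note: 0% = tunicamycin plus vehicle and 100% = wells without tunicamycin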
The depositor's hits bear a star; . = not tested or not shown; [ ] = dose if it differs, or a comment.

Values run as follows: TNF necrop inh	BaF3 parental	Wee1 stabilizer	PPC-1+TRAIL kill	Ba/F3 V617F tox	TRPML3 agonist	TRPN1 ag	RBBP9 inh	CHOP inh
#1 Cn1c2ccccc2c2cc([N+](=O)[O-])ccc21
→ 1.7	2	-2	-3	-5	1.0	-0.8	-13	13
#2 Cc1ccc2[nH]cc(C(=O)CN3CCC4(CC3)OCCO4)c2c1
→ 1.7	-3	1	14	-3	1.9	0.5	2	5
#3 COc1ccc(/C=C/C(=O)Nc2ccc(NC(C)=O)cc2)cc1S(=O)(=O)N1CCOCC1
→ 2.9	-4	1	5	-4	0.8	2.1	-7	0
#4 CS(=O)(=O)c1ccc2nnn(OCC(=O)Nc3ccc(Br)cc3Br)c2c1
→ -1.2	8	2	6	2	0.9	2.3	-5	9
#5 CCc1nnc(NC(=O)CSc2nc(C)cc(C)c2C#N)s1
→ 1.7	8	5	74*[5 µM]	1	0.1	0.8	-4	-19
#6 Cc1ccc(NC(=O)CN2CCN(S(=O)(=O)c3cccs3)CC2)cc1S(=O)(=O)N(C)C
→ 4.0	6	4	14	1	2.1	2.7	-7	19
#7 COc1ccc(C(=O)n2cnnc2N)cc1
→ -3.3	10	2	-14	4	-0.1	1.6	1	4
#8 CCOc1ccc2nc(NC(=O)c3ccc(OCC4CCCO4)cc3)sc2c1 (centres undefined)
→ -1.0	60*	-3	9	56*	1.8	4.5	-8	32
#9 CCOC(=O)CNc1nc(Cl)nc(NC(C)(C)C)n1
→ 3.5	4	-1	-5	0	-0.5	-2.8	-9	-5
#10 Cn1cccc1/C=N/NC(N)=S
→ -1.7	-3	-1	-10	-1	0.4	0.4	-5	-8
#11 CC(=O)NC(CC(=O)O)c1ccc(F)cc1 (centres undefined)
→ -0.6	7	1	2	-1	0.8	1.2	0	1
#12 N#Cc1c(N)n(-c2ccc(O)cc2)c2nc3ccccc3nc12
→ -1.4	6	1	-5	4	0.8	0.0	-7	11
#13 CCOC1OC(=O)C(Cl)=C1Nc1ccc(C)cc1 (centres undefined)
→ -0.8	7	1	8	1	0.1	-0.4	0	1
#14 CN(Cc1nc(-c2cnccn2)no1)CC1(c2ccccc2)CC1(C)C (centres undefined)
→ 0.8	5	3	3	-1	0.7	-0.1	2	-1
#15 Cc1cc(C#N)c(SCC(N)=O)nc1-c1ccc(F)cc1
→ -0.4	4	1	-6	-3	0.3	-1.9	-9	24

For reference, part of the list above.
Values run as follows: TNF necrop inh	BaF3 parental	Wee1 stabilizer	PPC-1+TRAIL kill	Ba/F3 V617F tox	TRPML3 agonist	TRPN1 ag	RBBP9 inh	CHOP inh
#6 Cc1ccc(NC(=O)CN2CCN(S(=O)(=O)c3cccs3)CC2)cc1S(=O)(=O)N(C)C
→ 4.0	6	4	14	1	2.1	2.7	-7	19
#7 COc1ccc(C(=O)n2cnnc2N)cc1
→ -3.3	10	2	-14	4	-0.1	1.6	1	4
#8 CCOc1ccc2nc(NC(=O)c3ccc(OCC4CCCO4)cc3)sc2c1 (centres undefined)
→ -1.0	60*	-3	9	56*	1.8	4.5	-8	32
#9 CCOC(=O)CNc1nc(Cl)nc(NC(C)(C)C)n1
→ 3.5	4	-1	-5	0	-0.5	-2.8	-9	-5
#10 Cn1cccc1/C=N/NC(N)=S
→ -1.7	-3	-1	-10	-1	0.4	0.4	-5	-8
#11 CC(=O)NC(CC(=O)O)c1ccc(F)cc1 (centres undefined)
→ -0.6	7	1	2	-1	0.8	1.2	0	1
#12 N#Cc1c(N)n(-c2ccc(O)cc2)c2nc3ccccc3nc12
→ -1.4	6	1	-5	4	0.8	0.0	-7	11
#13 CCOC1OC(=O)C(Cl)=C1Nc1ccc(C)cc1 (centres undefined)
→ -0.8	7	1	8	1	0.1	-0.4	0	1
#14 CN(Cc1nc(-c2cnccn2)no1)CC1(c2ccccc2)CC1(C)C (centres undefined)
→ 0.8	5	3	3	-1	0.7	-0.1	2	-1
#15 Cc1cc(C#N)c(SCC(N)=O)nc1-c1ccc(F)cc1
→ -0.4	4	1	-6	-3	0.3	-1.9	-9	24

(cont.)
Values run as follows: TNF necrop inh	BaF3 parental	Wee1 stabilizer	PPC-1+TRAIL kill	Ba/F3 V617F tox	TRPML3 agonist	TRPN1 ag	RBBP9 inh	CHOP inh
#16 COc1ccc(-n2ncc3c(=O)n(CC(=O)N4CCCc5ccccc54)cnc32)cc1
→ -3.6	2	-1	-3	0	0.6	2.0	11	-16
#17 CC(CN1CCOCC1)OC(=O)c1ccc(Br)cc1 (centres undefined)
→ -7.0	-2	0	14	-3	0.9	1.4	-6	92*
#18 CCc1nnc(NC(=O)c2c(C)nn(-c3ccccc3)c2Cl)s1
→ 0.3	5	3	17	1	-0.7	0.1	-7	26
#19 CCOC(=O)C1=C(CN2CCc3ccccc32)NC(=O)NC1c1cccc([N+](=O)[O-])c1 (centres undefined)
→ -1.2	9	0	24	3	-0.2	1.4	-1	61
#20 CC1=Nn2c(nnc2-c2ccccc2Cl)SC1
→ 0.5	-2	3	-12	-2	0.6	1.1	-1	55
#21 Cc1ccc(C(=O)NCC(=O)NCC(=O)OCC(=O)c2ccc(F)cc2)cc1
→ 0.5	0	-2	11	-2	0.3	0.0	-8	-55
#22 Cc1onc(-c2ccccc2)c1CNC(=O)C1COc2ccccc2O1 (centres undefined)
→ -0.6	-2	-2	9	3	-1.4	-2.3	-6	-9
#23 CC(=O)N(c1cccc(Br)c1)c1nc(C)cc(C)c1C#N
→ 1.3	-2	-4	6	-4	0.6	-0.3	-8	4
#24 Cc1cccc(Cn2cc(/C=C/[N+](=O)[O-])c3ccccc32)c1
→ -14	7	3	-8	-1	1.3	0.4	-6	102*
#25 COC(=O)CCN(C1CCCCC1)S(=O)(=O)c1ccc(S(=O)(=O)NC2CCCCC2)cc1
→ -0.4	5	0	13	4	-0.2	3.7	-7	75*
#26 COC(=O)c1ccc(COC(=O)CCS(=O)(=O)c2ccc(C)cc2)cc1
→ 1.8	5	1	5	5	0.6	-0.9	6	2
#27 CCN=C1NN=C(c2cc(C)n(Cc3ccco3)c2C)CS1
→ 1.1	5	-5	28	-6	-0.3	-0.7	-7	97*
#28 CC(C)CNC(=O)COC(=O)c1ccccc1SCC(=O)NCC(C)C
→ 1.6	9	-1	25	-1	0.7	0.6	-5	1
#29 CCOc1ccc(CNC(=O)CCn2c(=O)oc3ccccc32)cc1
→ -3.0	1	-2	1	-1	0.4	0.3	-7	-3
#30 CN1CCN(C(=O)c2ccc3c(c2)NC(=O)C(C)(C)O3)CC1
→ -0.1	1	0	18	-3	0.9	1.3	-4	6
#31 C=CCN=c1scc(-c2ccco2)n1/N=C/c1ccc(O)c(O)c1O
→ -18	-1	-2	13	5	-0.9	-2.0	48*	-81
#32 COC(=O)c1ccc2c(=O)n(NC(C)=O)c(=S)[nH]c2c1
→ 1.0	0	1	-2	-4	0.7	0.1	-5	34
#33 Cc1nc2c3cnn(-c4ccc(C)c(C)c4)c3ncn2n1
→ -4.5	12	6	2	-2	0.5	0.7	0	.
#34 O=C(NCCc1c[nH]c2ccccc12)C1CCN(c2nnc(N3CCCC3=O)s2)CC1
→ -6.1	0	-3	15	0	0.4	0.5	3	3
#35 CN(C)c1ncc(S(=O)(=O)c2ccccc2)c(-c2ccccc2Cl)n1
→ -1.9	4	0	2	0	2.5	-0.7	1	28
#36 Cc1ccc(NC(=O)c2cc(Cl)ccc2[N+](=O)[O-])cc1C
→ 0.1	-2	0	20	-3	-0.9	-3.8	2	8
#37 O=C(C1CCCO1)N1CCN(S(=O)(=O)c2ccccc2)CC1 (centres undefined)
→ -0.7	-1	1	23	-4	0.7	0.5	-2	17
#38 O=C(CSc1nnnn1-c1ccc2c(c1)OCO2)NCc1ccccc1
→ -7.2	6	0	14	-4	0.6	-1.0	1	.
#39 Cc1cc(C)c(OCC(O)CNC(C)(C)C)c(C)c1 (centres undefined)
→ 1.9	9	1	10	-1	0.3	-0.3	-4	-4
#40 CCOC(=O)C1CCCN(Cc2nc(Cc3ccccc3Cl)no2)C1 (centres undefined)
→ -0.3	-2	-1	-14	0	0.1	-0.2	0	39
#41 CCOC(=O)c1c(NC(=O)CSc2nnc3c(n2)[nH]c2ccc(F)cc23)sc(C(C)=O)c1C
→ -20	3	-1	16	-1	0.2	2.3	3	3
#42 CC(=O)Nc1ccc(OCC(O)CN2CCN(c3ccccc3Cl)CC2)cc1 (centres undefined)
→ 0.2	0	-3	-4	-6	0.7	1.1	-7	7
#43 Cc1ccc(F)cc1NC(=O)c1ccc2c(c1)OCO2
→ -1.7	0	0	19	-3	0.3	-0.3	-7	-32
#44 CCOC(=O)c1ccc2cccc(C)n2c1=O
→ -1.0	5	0	17	4	0.0	-0.2	-3	41
#45 N#Cc1c(-c2ccccc2Cl)cc(C2CC2)nc1N
→ -1.2	7	-2	0	0	-0.6	-1.0	-3	1
#46 COc1cccc(CNCc2ccccn2)c1OC
→ 0.5	1	4	27	0	0.5	-1.1	-3	10
#47 COc1ccccc1OCC(=O)NNc1c2ccccc2nc2ccccc12
→ -9.6	8	3	22	5	0.0	2.5	-2	7
#48 COc1ccc(-n2nc3c(c2NC(=O)c2cc(Br)ccc2Cl)CS(=O)C3)cc1 (centres undefined)
→ -0.1	5	0	12	0	0.5	0.7	-7	-11
#49 O=C(O)CCC(=O)Nc1ccccc1N1CCOCC1
→ -2.6	0	0	7	-3	-0.2	1.3	0	41
#50 CCOC(=O)C1CCN(C(=O)c2cc(C(C)(C)C)nn2Cc2ccccc2)CC1
→ -1.9	-3	5	-17	-3	-0.6	0.0	-6	-16
#51 COc1ccccc1NC(=S)NCCc1ccc(Cl)cc1
→ -5.4	0	-1	-4	3	-1.5	-2.2	-4	5
#52 CCCCn1c(-c2csc(CCC)c2)n[nH]c1=S
→ 0.4	10	-4	7	-2	-0.6	-0.8	-1	68
#53 CCCC(=O)OCC(=O)c1[nH]c(C)c(C(C)=O)c1C
→ 0.5	1	-1	9	-1	0.7	1.5	-3	1
#54 COc1ccc(N2C(=O)[C@@H]3C(c4cccnc4)=NO[C@@H]3C2=O)cc1
→ 1.7	-1	2	8	-5	-0.5	-0.5	6	11
#55 CCOC(=O)Cc1csc(NC(=O)COc2ccc(C)cc2)n1
→ -0.2	5	2	8	1	1.2	0.4	2	15
#56 Cc1ccnc(NC(=O)CCC(=O)N(CC(=O)NCc2ccccc2)Cc2ccco2)c1
→ 1.6	7	0	11	-1	-0.1	-0.6	-3	5

Source: PubChem BioAssay (several laboratories)

Outcome played no part in choosing rows. Share with any hit: about 6.8%.
